# High-throughput results from PubChem.
# mcGAS RapidFire: mouse cGAS inhibition by mass spec. recombinant mouse cGAS, cGAMP by RapidFire MS. inhibition, % at 12.5 µM. hit rate 0.18% among 130,000. AID 1259397;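 active = inhibition of cGAS enzyme activity at or above 60%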;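 also: enzyme stimulated by 45 bp dsDNA with ATP and GTP substrates; cGAMP share of summed cGAMP plus half ATP and half GTP signals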
# Target sequence (Q8C6L5 whole entry, looked up): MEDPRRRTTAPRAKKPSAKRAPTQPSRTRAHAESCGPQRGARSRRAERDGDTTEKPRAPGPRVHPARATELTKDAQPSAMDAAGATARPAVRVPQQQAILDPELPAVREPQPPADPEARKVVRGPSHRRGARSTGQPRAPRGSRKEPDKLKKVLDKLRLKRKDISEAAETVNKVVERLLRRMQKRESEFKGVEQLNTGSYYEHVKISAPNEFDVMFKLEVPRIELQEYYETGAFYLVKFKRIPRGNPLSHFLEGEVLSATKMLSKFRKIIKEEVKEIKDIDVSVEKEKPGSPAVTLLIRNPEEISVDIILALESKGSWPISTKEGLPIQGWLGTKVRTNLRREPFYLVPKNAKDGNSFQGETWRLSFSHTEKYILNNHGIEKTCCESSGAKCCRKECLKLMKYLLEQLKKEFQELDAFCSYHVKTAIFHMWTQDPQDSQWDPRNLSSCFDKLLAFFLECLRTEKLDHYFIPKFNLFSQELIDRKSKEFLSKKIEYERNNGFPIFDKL
# The depositor's hits bear a star; & = joins results of further samples. The list is partial. The share of hits here may be higher or lower than overall.
SMILES,mcGAS RapidFire
Cc1c(CCC(=O)O)c(=O)oc2cc3occ(C(C)(C)C)c3cc12,-3
Cc1nnsc1CN(C)C(=O)c1cc(CC(C)C)on1,-16
CCSC1CCC1(O)CNCc1cnc(-c2cccs2)s1 (centres undefined),-15
CCCCCCCCc1nc(SC)n[nH]1,-3
COc1ccc(S(=O)(=O)CCC(=O)N(CCN(C)C)c2nc3c(C)ccc(C)c3s2)cc1,5
CC(C)c1ccc(NC(=O)c2ccc(=O)n(-c3ccc(F)cc3)n2)cc1,-6
Cc1cc(=O)[nH]c(-n2nc(C)c(CCC(=O)NCc3ccc(F)cc3)c2C)n1,-2
Cc1cccc(C(C(=O)NCc2nc(C)cc(C(F)(F)F)n2)N(C)C)c1 (centres undefined),-12
NC(=O)COc1ccc(-c2ccc(Br)cc2)cc1,-4
Cc1ccc(CSCCNC(=O)c2ccc(N(C)C)cc2)cc1,4
CCN(Cc1ccc(CN(C)C)cc1)C(=O)/C=C(/C)C1CC1,-6
CNC(=O)C(C#N)C(=O)CC(C)C1CCCCC1 (centres undefined),-5
CN1CCN(CCOCCOc2ccccc2)CC1,-6
Nc1nc(N2CCN(Cc3ccccc3)CC2)nc(NCCO)c1[N+](=O)[O-],-6
COCc1nc(NCc2nc(C)c3c(n2)CCCC3)c2cnn(C)c2n1,0
Cc1ccccc1-n1ncc(C(C)NC(=O)CSc2ncccn2)c1C (centres undefined),-8&0
CC(C)(C)c1ccc(-n2ncc3c2CCN(C(=O)CCc2ccc4c(c2)OCO4)C3)cc1,-12
O=C1c2ccccc2C(=O)N1CC(O)COc1cccc2ccccc12 (centres undefined),-8
CC(C)(C)NC(=O)N1CCn2cccc2C1c1ccncc1 (centres undefined),-4
O=C(NCCc1ccccc1)n1ccnc1,29
O=C(Cn1nc2sc3ccccc3n2c(=O)c1=O)c1cccs1,-1
Cc1nc(C2CCNCC2)cc(N2CCCC2c2nc3ccccc3[nH]2)n1 (centres undefined),-6
O=C(CS(=O)Cc1cc(Cl)c2c(c1)OCCO2)N1CCc2ccccc21 (centres undefined),-8
COc1ccc(CN2CCNC(=O)C2CC(=O)N2CCCCC2)c(C)c1C (centres undefined),-6
COCOc1cccc(CN2CCC2(C)C(=O)N2CCN(C(=O)c3ccco3)CC2)c1 (centres undefined),-4
CN(Cc1cc(-c2cccnc2)no1)Cc1ncccc1C(=O)O,-14
Cc1cccc(C(C(=O)NCCc2sccc2C)N(C)C)c1 (centres undefined),-7
CCc1nc(C)ccc1OCC(=O)N1CCC(c2n[nH]c(=O)n2CC)CC1,-24
CCC(C(=O)NCCc1ncccc1C)n1cc(C(C)=O)c2ccccc21 (centres undefined),-9
CCc1cccc(CC)c1Nc1nc(Cl)c(C=O)s1,0
CC1CCc2c(sc(N)c2-c2nc3ccccc3s2)C1 (centres undefined),-2
CC(=O)N1CCCC(C(=O)N2CC=C(c3cccc4ccccc34)CC2)C1 (centres undefined),2
CCS(=O)(=O)CC(C)N(C)C(=O)/C=C(/C)c1cccc(Cl)c1 (centres undefined),-12
Cc1noc(C)c1CNC(=O)C1CCCN(Cc2ccco2)C1 (centres undefined),-36
O=C(CCC1CCCN(Cc2cccnc2)C1)Nc1ccccc1F (centres undefined),-10
CC(C)CC(C)N(C)C(=O)c1nn(-c2ccccc2)c2c1CCC2 (centres undefined),-14
COc1ccc(CN(C(=O)Cn2nc(C)c(C)c(C#N)c2=O)C2CC2)cc1,-1
CCOC(=O)Nc1nnc(Sc2nccnc2C#N)s1,8
CSc1cccc(NS(=O)(=O)c2c(F)cc(F)c(Cl)c2F)c1,-3
Cc1cc(C)n2c(n1)nc1ccccc12,-7
Cc1nccn1CCC1CCN(C(=O)C2CC3(CCNCC3)CN2)CC1 (centres undefined),-8
O=S(=O)(c1cc(Cl)ccc1Cl)N1CCN(Cc2cccc3ccccc23)CC1,-1
CCCCn1c(=O)[nH]c(=O)c2c1nc(CSc1nnnn1C1CC1)n2CC,-11
O=C(c1cn(C2CCCCC2)nn1)N1CCCC(OCc2ccccc2)C1 (centres undefined),4
O=C1CSC(=NC(=O)NCC2CCCC(CNC(=O)N=C3NC(=O)CS3)C2)N1 (centres undefined),-7
COc1ccc(NC(=O)NC2C3COCC2CN(CCOC(C)C)C3)cc1 (centres undefined),0
Cc1ccc(N2CCCC(N(C)C3CC(C)OC3=O)C2)nn1 (centres undefined),-4
C[C@H](NC(=O)c1ccc(Cl)cc1)C(=O)NNC(=O)c1cccs1,4
CCCn1c(=O)c2c(nc3n(CCCOC)c(C)c(C)n23)n(C)c1=O,-4
Cc1ccc2nc(COCC(=O)N3CCOC(C(F)(F)F)C3)[nH]c2c1 (centres undefined),-6
C=c1occc1=C1NN=C(SCC(=O)c2cc(C)n(CC(F)(F)F)c2C)O1,-7
Cc1cc(Cl)ccc1-n1ncc(C(=O)NCC(C)(C)CN(C)C)c1N,-5
CNS(=O)(=O)Cc1ccccc1CNC(=O)c1ccccc1SC,-1
O=c1c(Cl)c(NC2CC2)cnn1-c1ccccc1,7
COCCn1c(O)c(C(C)=Nc2sc3c(c2C#N)CCC3)c(=O)[nH]c1=S,-4
O=C(c1ccc(Cl)cc1)N1CCOC(COCc2ccccc2)C1 (centres undefined),-3
CN1OC(C)(CC(=O)NCc2ccc(Cl)cc2)N=C1c1ccc(N(C)C)cc1 (centres undefined),-6
Cc1onc(-c2c(F)cccc2Cl)c1C(=O)N[C@@H]1C(=O)N2C(C(=O)O)C(C)(C)S[C@H]12 (some centres undefined),-3
CC1=CCC2COC(c3ccccn3)C1C2 (centres undefined),-3
COc1cccc(C(=O)Nc2c3c(nn2-c2cccc(C)c2C)CS(=O)(=O)C3)c1OC,-7

# (further entries)
SMILES,mcGAS RapidFire
CC(C)c1cc(C2CCN(C(=O)C3=NN(C)C(=O)CC3)CC2)[nH]n1,78*
CC(NC(=O)c1cccnc1N(C)C)c1ccccc1 (centres undefined),-7
Cc1ccc(C)c(Sc2ncccc2C(N)=O)c1,-14
O=C(Nc1ccc2ccccc2n1)C1CCCN(C(=O)N2CCCC2)C1 (centres undefined),-5
N#Cc1ccc(CC(C#N)c2ccccc2)cc1 (centres undefined),-10
O=P1(NN=Cc2ccc(O)cc2)C=C(c2ccccc2)OC(c2ccccc2)=C1,-3
Cc1c(C)n2c3c(=O)n(Cc4ccc(F)cc4)c(=O)n(C)c3nc2n1C,-14
CS(=O)(=O)CCC(C(=O)OCC(=O)c1ccc(F)cc1)N1C(=O)c2ccccc2C1=O (centres undefined),-8
CNC(=O)CN(C)c1nc(-c2ccccc2C(F)(F)F)cs1,-5&-3
Nc1cc(-c2ccc3c(c2)OCO3)ccn1,-11
COCCn1c(C)cc(C(=O)Cn2nc(C)c([N+](=O)[O-])c2C)c1C,-5
Fc1ccc(CN2CCCC3(CCN(C4CCN(Cc5ccccn5)CC4)C3)C2)cc1 (centres undefined),-19
CC1(C)Cc2ccc(C(=O)NCc3nnc4n3CCCC4)c(O)c2O1,0
Cc1ccc(NC(=O)C2CC2)cc1NC(=O)NCc1ccc(N(C)C)cc1,-3
CN(c1cccc(Cl)c1)S(=O)(=O)c1cccc(C(=O)Nc2ncccn2)c1,0
CC(C)N(C(=O)CN1CCCC1c1ccc(O)cc1)c1ccccc1 (centres undefined),-5
Cc1ccc2[nH]nc(-c3ccc(F)c(CO)c3)c2c1,-17
CCCC1(CCC)NC(=O)N(CC(=O)c2[nH]c(C)c(C(=O)OCC)c2C)C1=O,-7
CC12CC3CC(C1)CC(c1ccccc1O)(C3)C2,21
CCC1CN(S(=O)(=O)N2CCCCC2)CCO1 (centres undefined),0
c1nc(N2CCCC2c2nnc3n2CCCCC3)c2sccc2n1 (centres undefined),-9
CC1CCN(C2=NS(=O)(=O)c3ccccc32)CC1,-11
CN(Cc1ccccc1)C1CCCN(C(=O)CSc2ccccc2)C1 (centres undefined),-8&-6
COCCCn1c(-c2ccc(OC)cc2)nc2c(c(=O)c3ccccc3n2C)c1=O,-6
O=C(Nc1ccc(-c2ccco2)cc1)C1CCCN(Cc2coc3ccccc3c2=O)C1 (centres undefined),-11
NC(=O)c1ccsc1NC(=O)COC(=O)Cc1ccc(Cl)c(Cl)c1,-13
COCCNCc1nn(-c2ccc(F)cc2)c2c1CN(Cc1ccc(F)cc1)CC2,-6
CC(=O)NC(CCS(C)(=O)=O)C(=O)Nc1nccs1 (centres undefined),-10
CN(c1ccc(F)cc1)S(=O)(=O)c1ccc(C(=O)O)c(Cl)c1,-3
COc1cc(C=C2CCC/C(=C\c3ccc(O)c(OC)c3)C2=O)ccc1O,12
CC(O)c1cccc(NC2(c3ccccc3)C(=O)c3ccccc3C2=O)c1 (centres undefined),1
NC(=O)c1cnccn1,-4&-4&9
Nc1[nH]c(=O)ncc1F,9
CCONC(=O)CCc1c(C)nc2c(cnn2C(C)C)c1C,-2
O=C1COc2ccc(C(=O)C=Cc3ccc4ccccc4c3)cc2N1,-4
Cc1nc2c(c(N3CCC(Oc4ccccc4C)CC3)n1)CNC2,16
CCc1nc(C)c2c(C)c(C(=O)Nc3ccccc3C(=O)NC(C)CC)sc2n1 (centres undefined),-8
Oc1c(C(c2ccncc2)N2CCOCC2)cc(Cl)c2cccnc12 (centres undefined),14&23
O=C(C1CCCN1CC1CCCCO1)N1CCOCC1 (centres undefined),-6
S=c1n(CN2CCCC2c2ccccc2)cc2ccccn12 (centres undefined),9
CNC(=O)[C@@H]1C[C@@H](N)CN1Cc1cn[nH]c1-c1cc(C)ccc1C,-15
CCOc1ccc2nc(CN3CCOC(CN)C3)ccc2c1 (centres undefined),-5
Cc1c2c(n3c(nc4ccccc43)c1C#N)N(CCN(C)C)CC2,-2
COC(=O)c1ccc(NC(=O)c2cnc3onc(C(C)C)c3c2)s1,-20
CCN(CC)C(=O)CSCC(=O)Nc1ccc(OC(F)F)cc1,-4
OC1CN(Cc2ccc(F)cc2)CCN(Cc2ccc(F)cc2)C1,-32
CC1(C(=O)NS(=O)(=O)c2ccccc2)CCN1C(=O)C/C=C/c1ccccc1 (centres undefined),-16
Cc1nc(C)c(CN2CC[C@@H](N3CCN(c4ccccn4)CC3)[C@H](O)C2)nc1C,-6
CC12CC3CC(Br)(C1)CC(C(=O)O)(C3)C2 (centres undefined),-11
Cc1[nH]n(C(N)=S)c(=O)c1C(c1ccccc1)C(C#N)C#N (centres undefined),-14
N#Cc1c(N=Cc2cc(Br)ccc2O)sc2c1CCC2,-15
COc1ccc(-c2noc(COc3cc(Cl)ccc3Cl)n2)c(OC)c1,-7
CC(C)CC(C)(CNC(=O)c1cnccn1)NC(=O)c1cnccn1 (centres undefined),-12
O=C(O)CSc1c[nH]c2ccccc12,4
N#Cc1c(F)cccc1N1CCCC1CN1CCCC1CO (centres undefined),-9
COc1cc(C=C(C#N)c2nc(C)cs2)cc2c1OCO2,-1
CC(C)(C)CC(=O)N1CCN(S(=O)(=O)c2cccc(Cl)c2)CC1,-10
C=CCn1c(N)c(C(=O)NC2CCCCC2)sc1=S,19
CCOC(=O)C1=C(C)N(CCCCCC(=O)O)C(=O)NC1c1ccc(OC)cc1 (centres undefined),5
C#Cc1cccc(N(CC)C(=O)c2ccc(CNS(C)(=O)=O)o2)c1,-7

# (more compounds)
SMILES,mcGAS RapidFire
CC(=NOCc1nc2c3c4c(sc3ncn2n1)C(C)(C)NC(C)(C)C4)c1ccc(C)cc1,-10
CC(Cc1cccs1)NC(=O)c1cccc(OC2CCN(S(C)(=O)=O)CC2)c1 (centres undefined),-2
Cc1cccc(N=c2scc(-c3ccccc3)n2N2CCOCC2)c1C,-9
CC(=O)c1cccc2c1OC(C)C(=O)N2Cc1ccc(Cl)cc1 (centres undefined),48
Cc1cc(C)nc(Sc2ccc(C=C(C#N)C#N)o2)n1,-10
COC(=O)c1c(NC(=O)c2c(-c3ccccc3Cl)noc2C)sc2c1CCC(C(C)(C)C)C2 (centres undefined),1
Cn1nnc2c(NC3CCCCC3)ncnc21,-11
COc1ccc(/C=C/CN2CCN(Cc3cccs3)C(CCO)C2)cc1 (centres undefined),-12
C=CCn1cc(CN2CCCC2c2ccccc2C)c(C)n1 (centres undefined),-25
O=C1NCC2CN(Cc3ccc(Cl)cc3)CCN2C1=O (centres undefined),4
COc1ccnc(N2CCN(C(=O)NCc3c(C)cccc3F)CC2)c1,-5
C#C[C@]1(O)CC[C@H]2[C@@H]3CCc4cc(O)ccc4[C@H]3CC[C@@]21C,5
O=c1oc2ccccc2c2c1nnn2CCCN1CCOCC1,0
CC(C)c1cc(-c2ccc(O)cc2)nc(C(F)(F)F)n1,-9

# Structural class: those above with an NH in an aromatic ring.
SMILES,mcGAS RapidFire
CCCCCCCCc1nc(SC)n[nH]1,-3
Cc1cc(=O)[nH]c(-n2nc(C)c(CCC(=O)NCc3ccc(F)cc3)c2C)n1,-2
Cc1nc(C2CCNCC2)cc(N2CCCC2c2nc3ccccc3[nH]2)n1 (centres undefined),-6
CCc1nc(C)ccc1OCC(=O)N1CCC(c2n[nH]c(=O)n2CC)CC1,-24
CCCCn1c(=O)[nH]c(=O)c2c1nc(CSc1nnnn1C1CC1)n2CC,-11
Cc1ccc2nc(COCC(=O)N3CCOC(C(F)(F)F)C3)[nH]c2c1 (centres undefined),-6
COCCn1c(O)c(C(C)=Nc2sc3c(c2C#N)CCC3)c(=O)[nH]c1=S,-4
CC(C)c1cc(C2CCN(C(=O)C3=NN(C)C(=O)CC3)CC2)[nH]n1,78*
Cc1ccc2[nH]nc(-c3ccc(F)c(CO)c3)c2c1,-17
CCCC1(CCC)NC(=O)N(CC(=O)c2[nH]c(C)c(C(=O)OCC)c2C)C1=O,-7
Nc1[nH]c(=O)ncc1F,9
CNC(=O)[C@@H]1C[C@@H](N)CN1Cc1cn[nH]c1-c1cc(C)ccc1C,-15
Cc1[nH]n(C(N)=S)c(=O)c1C(c1ccccc1)C(C#N)C#N (centres undefined),-14
O=C(O)CSc1c[nH]c2ccccc12,4
